FXIa inh: human FXIa protease inhibitors, primary screen, biochemical, single compound per well; purified human FXIa, fluorogenic AMC substrate cleavage; hit rate 0.3% among 33,000; inhibition, % at 10 µM; Coagulation factor XI (Homo sapiens), P03951;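 active = inhibition above 40% in the primary screen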;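 also: 0% = enzyme without compound and 100% = blank wells lacking enzyme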
Target sequence (P03951 19-387 limits assumed): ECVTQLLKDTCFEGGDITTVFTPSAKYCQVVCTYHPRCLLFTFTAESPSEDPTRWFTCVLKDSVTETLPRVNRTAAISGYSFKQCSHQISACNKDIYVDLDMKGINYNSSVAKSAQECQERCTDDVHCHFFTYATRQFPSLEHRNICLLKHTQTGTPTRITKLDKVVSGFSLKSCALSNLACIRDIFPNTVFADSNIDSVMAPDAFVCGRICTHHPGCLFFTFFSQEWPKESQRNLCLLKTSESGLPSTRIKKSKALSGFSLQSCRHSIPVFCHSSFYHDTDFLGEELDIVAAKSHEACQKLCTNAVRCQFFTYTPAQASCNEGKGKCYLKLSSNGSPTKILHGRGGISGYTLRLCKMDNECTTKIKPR
Target sequence (P03951 388-625 limits assumed): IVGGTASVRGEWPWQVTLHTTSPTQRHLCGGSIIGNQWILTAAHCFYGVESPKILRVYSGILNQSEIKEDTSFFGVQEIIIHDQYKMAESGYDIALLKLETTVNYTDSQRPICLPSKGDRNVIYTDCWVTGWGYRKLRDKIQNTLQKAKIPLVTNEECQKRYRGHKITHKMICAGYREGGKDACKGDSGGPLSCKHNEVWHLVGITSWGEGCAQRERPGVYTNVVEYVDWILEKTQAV
FXIIa inh: human FXIIa protease inhibitors, primary screen, biochemical, single well; Coagulation factor XII (Homo sapiens), P00748; purified human FXIIa, AMC substrate fluorescence, 2 h; hit rate 0.2% among 33,000; inhibition, % at 10 µM; in the data active = inhibition above about 30%;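 also: 0% = enzyme with vehicle only and 100% = no enzyme blank; many of its hits are not listed in these tables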
Starred values were filed as active, the others as inactive. Some of the compounds tested, so the mix of outcomes need not match the whole.

SMILES	FXIa inh	FXIIa inh
CC(=O)Nc1ccc(OCC(O)CN2CCN(c3ccc(Cl)cc3)CC2)cc1 (stereo unspecified)	0	2
CC1CCCCN1Cc1nc2c(c(=O)n(C)c(=O)n2C)n1CCc1ccccc1 (stereo unspecified)	2	8
O=S(=O)(NCc1ccncc1)c1ccc(Br)s1	-3	-18
CC(C)Oc1nnnn1-c1ccccc1	0	2
Cc1cccc(C)c1NC(=O)CN(C)CC(=O)Nc1cc(Cl)ccc1C#N	19	-11
COc1ccc(C(C)=O)cc1CN(C)C	23	-15
CCOC(=O)C1CCCC(NS(=O)(=O)c2ccc(NC(C)=O)cc2)C1 (stereo unspecified)	-5	7
O=C(Cc1ccccc1)Nc1ccc(N2CCCC2)cc1	12	1
S=C1NC2=C(CCCC2)C2(CCCCC2)N1	-5	7
Cc1ccc(N2C(=O)c3ccccc3C2Nc2ccc(S(=O)(=O)N3CCCCC3)cc2)nc1 (stereo unspecified)	8	4
COc1ccc2c(=O)c(-c3ccccc3C)c(C)oc2c1	-10	7
COC(=O)/C(=C\Nc1cccc(Cl)c1C)c1ncc(C(F)(F)F)cc1Cl	-6	6
COc1cccc(CN2C(=O)CCC2(C)C(=O)NC2CCCC2)c1 (stereo unspecified)	-3	-11
CCC(C)[C@H](NC(=O)N1CCCC1)C(=O)OC (stereo partly specified)	5	2
Cc1nn(CC(O)c2ccccc2)c(C)c1Br (stereo unspecified)	0	-4
CCOc1ccc(NS(=O)(=O)c2ccc(OC)c(C)c2)cc1	-8	5
NC(=O)c1cc2cc(Br)ccc2oc1=NCc1ccccc1	0	15
CCN(C(=O)CSc1nnc(Cc2ccccc2F)n1N)C1CCS(=O)(=O)C1 (stereo unspecified)	1	1
Cc1c(NC(=O)N(C)C)c(=O)n(-c2ccccc2)n1C	0	3
COC(=O)C1=C(C)NC(=O)C1(NC(=O)CN1CCCC1=O)C(F)(F)F (stereo unspecified)	-2	-4
O=C(NCc1ccco1)c1nn2c(C(F)(F)F)cc(-c3cccs3)nc2c1Cl	-9	4
O=c1[nH]c2ccc(NC(=S)Nc3ccc(Cl)cc3)cc2[nH]1	3	4
COC(=O)C(C)(C)NC(=O)c1cccs1	-4	11
Cc1cc2oc(C(=O)Nc3cccnc3)c(C)c2cc1C	1	22
CCCCCCCCC(=O)N/N=C(\C)c1cccnc1	-1	1
Cc1cc(C)nc(SCC(=O)Nc2ccc(S(=O)(=O)NCCO)cc2)n1	-6	-1
COc1ccc(OCc2nnc(SCC(=O)N3CCCc4ccccc43)n2-c2ccc(C)cc2)cc1	-5	15
O=C(c1ccc(Br)o1)N1CCN(c2ncccn2)CC1	-4	7
CCOC(=O)N1CCN(C(=O)c2ccc3c(=O)n(Cc4ccccc4OC)c(=S)[nH]c3c2)CC1	6	6
Cc1ccc(CSCC(Nc2ccc(C(=O)O)cc2[N+](=O)[O-])C(=O)O)cc1 (stereo unspecified)	9	6
COCCNC(=O)COc1ncnc2ccc(Br)cc12	6	-11
CC(C)(C)CNC(CO)C12CC3CC(CC(C3)C1)C2 (stereo unspecified)	5	4
COc1cccc(C(=O)Nc2nnc(-c3cccs3)o2)c1	-10	-16
O=C(CCc1ccccc1)Nc1ccc(F)cc1F	14	-15
COC(=O)c1cn(CC(=O)N2CCCCCC2)c2ccccc12	-3	3
COc1ccc(-n2c(SCC(=O)Nc3sc4c(c3C#N)CCCC4)nnc2-c2ccc(O)cc2)cc1	7	1
CC(C)(C)C(=O)Nc1nc(-c2ccc3c(c2)OCO3)cs1	-8	5
Cc1cc(NC(=O)/C=C/c2ccccc2)no1	18	-11
O=C(O)CCCCNCc1ccccc1	-3	1
O=C(NCc1cccnc1)c1c(F)c(F)c(F)c(F)c1F	-2	-3

27 structures already listed, ordered by formula weight, falling.
SMILES	FXIa inh	FXIIa inh
COc1ccc(-n2c(SCC(=O)Nc3sc4c(c3C#N)CCCC4)nnc2-c2ccc(O)cc2)cc1	7	1
COc1ccc(OCc2nnc(SCC(=O)N3CCCc4ccccc43)n2-c2ccc(C)cc2)cc1	-5	15
Cc1ccc(N2C(=O)c3ccccc3C2Nc2ccc(S(=O)(=O)N3CCCCC3)cc2)nc1 (stereo unspecified)	8	4
CCN(C(=O)CSc1nnc(Cc2ccccc2F)n1N)C1CCS(=O)(=O)C1 (stereo unspecified)	1	1
O=C(NCc1ccco1)c1nn2c(C(F)(F)F)cc(-c3cccs3)nc2c1Cl	-9	4
COC(=O)/C(=C\Nc1cccc(Cl)c1C)c1ncc(C(F)(F)F)cc1Cl	-6	6
CC1CCCCN1Cc1nc2c(c(=O)n(C)c(=O)n2C)n1CCc1ccccc1 (stereo unspecified)	2	8
Cc1cccc(C)c1NC(=O)CN(C)CC(=O)Nc1cc(Cl)ccc1C#N	19	-11
CCOC(=O)C1CCCC(NS(=O)(=O)c2ccc(NC(C)=O)cc2)C1 (stereo unspecified)	-5	7
COC(=O)C1=C(C)NC(=O)C1(NC(=O)CN1CCCC1=O)C(F)(F)F (stereo unspecified)	-2	-4
NC(=O)c1cc2cc(Br)ccc2oc1=NCc1ccccc1	0	15
COCCNC(=O)COc1ncnc2ccc(Br)cc12	6	-11
COc1cccc(CN2C(=O)CCC2(C)C(=O)NC2CCCC2)c1 (stereo unspecified)	-3	-11
CC(C)(C)C(=O)Nc1nc(-c2ccc3c(c2)OCO3)cs1	-8	5
O=C(NCc1cccnc1)c1c(F)c(F)c(F)c(F)c1F	-2	-3
COc1cccc(C(=O)Nc2nnc(-c3cccs3)o2)c1	-10	-16
Cc1nn(CC(O)c2ccccc2)c(C)c1Br (stereo unspecified)	0	-4
O=C(Cc1ccccc1)Nc1ccc(N2CCCC2)cc1	12	1
CCCCCCCCC(=O)N/N=C(\C)c1cccnc1	-1	1
Cc1c(NC(=O)N(C)C)c(=O)n(-c2ccccc2)n1C	0	3
CC(C)(C)CNC(CO)C12CC3CC(CC(C3)C1)C2 (stereo unspecified)	5	4
O=C(CCc1ccccc1)Nc1ccc(F)cc1F	14	-15
CCC(C)[C@H](NC(=O)N1CCCC1)C(=O)OC (stereo partly specified)	5	2
Cc1cc(NC(=O)/C=C/c2ccccc2)no1	18	-11
COC(=O)C(C)(C)NC(=O)c1cccs1	-4	11
O=C(O)CCCCNCc1ccccc1	-3	1
CC(C)Oc1nnnn1-c1ccccc1	0	2

Next entries:
SMILES	FXIa inh	FXIIa inh
CC(=O)OC(C)C[N+](C)(C)C (stereo unspecified)	7	6
Cc1cccc(-c2noc(CN(C(=O)C(c3ccccc3)c3ccccc3)C(C)C)n2)c1	2	1
CN(CCNC(=O)CN1CCN(Cc2ccccc2Cl)C1=O)Cc1ccccc1	2	4
O=C(Cn1nnc(-c2ccc3c(c2)OCO3)n1)N1CCOCC1	0	-12
COc1ccccc1N1CCN(S(=O)(=O)c2ccccc2F)CC1	-6	3
CCc1c(C(C)S(=O)(=O)c2ccc(C)cc2)[nH]c(=O)n1-c1ccc(OC(F)(F)F)cc1 (stereo unspecified)	1	4
O=C(CSc1nnc(Cc2cccs2)n1-c1ccc(Cl)cc1)NCc1ccc2c(c1)OCO2	-7	2
COc1ccc(Cc2nc(C(=O)Nc3ccccc3)cs2)cc1	12	10
Cc1ccc(C(C)C)c(OCCCN2C(=O)NC(C)(C)C2=O)c1	3	4
COCCN1C(=O)/C(=C/c2ccc(Oc3ccc([N+](=O)[O-])cn3)c(OC)c2)SC1=Nc1ccccc1	4	6
CCOC(=O)N1CCN(C2OC(=O)c3ccccc32)CC1 (stereo unspecified)	-1	6
COc1ccc(-c2noc(CCC(N)=O)n2)cc1OC	-5	-17
COc1ccc(S(=O)(=O)N2CCN(CCC(=O)Nc3ccc(F)cc3)CC2)cc1	-1	13
COC(CNc1cc(=O)oc2ccccc12)OC	20	-6
COc1ccc(-c2nc(NC(=O)Cn3ccc(C(F)(F)F)n3)sc2C)cc1	5	6
COc1cccc(C(=O)Nc2cccnc2)c1	-1	12
Cc1sc2ncnc(NCC3CCCO3)c2c1C (stereo unspecified)	0	3
COC(=O)CCS(=O)(=O)c1nc(-c2ccccc2)cc(C(F)(F)F)n1	-5	2
COc1ccc(S(=O)(=O)NC(CC(=O)NCCc2ccccc2)c2ccco2)cc1 (stereo unspecified)	-5	-1
COC(=O)c1ccc(Cl)c(NC(=O)CN2CCC(C)CC2)c1	0	8
CCOC(=O)CSc1nnc(-c2cccnc2)n1Cc1ccccc1	-12	9
CNC(=S)N1N=C(c2ccc(C)cc2)CC1c1ccc(Cl)cc1 (stereo unspecified)	30	-12
CC(C)(NO)/C(=N\O)c1ccc(Cl)cc1	-10	5
CC(C)(C)c1ccc(-c2conc2N)cc1	-2	3
Cc1ccc(-c2nc3cnccn3c2Nc2ccc3c(c2)OCO3)cc1	1	5
C=CCn1c(SCC(N)=O)nnc1-c1ccccc1O	-6	6
COC(=O)Nc1nc2ccc(Sc3ccccc3)cc2[nH]1	-4	3
O=C(c1ccccc1)c1ccc(OCCn2cnc3ccccc3c2=O)cc1	10	4
O=C(O)c1cccc2cccnc12	17	0
COC(=O)C1=C(C)NC(=O)C1(NS(=O)(=O)c1ccc(NC(C)=O)cc1)C(F)(F)F (stereo unspecified)	-3	27
O=S1(=O)CCN=C2SC3=C(CCCC3)N21	1	-12
O=C(Nc1ccc(N2CCOCC2)c(Cl)c1)c1ccccc1F	-3	-2
CC1CCc2c(sc3nc4n(c(=O)c23)CCS4)C1 (stereo unspecified)	-6	4
COCCN(C(=O)COc1ccc(Cl)cc1)c1nnc(-c2cccnc2)s1	-4	2
COc1ccc(-n2c(SCC(=O)NCc3ccco3)nnc2-c2c[nH]c3ccccc23)cc1	0	4
COc1cccc(C2=CC(c3cccs3)n3nnnc3N2)c1 (stereo unspecified)	7	-1
Cc1c(NC(=O)C2C3C=CC(C3)C2C(=O)O)c(=O)n(-c2ccccc2)n1C (stereo unspecified)	-6	9
COc1cccc(N=Cc2c(O)n(-c3cccc(C)n3)c(=O)c3ccccc23)c1	-2	14
O=C(NCCN1C(=O)CSC1=O)C1CC(=O)N(c2ccccc2)C1 (stereo unspecified)	6	7
O=C(c1ccco1)N1CCN(c2nnc(-c3ccccc3)c3ccccc23)CC1	8	3

Single records, from the list above.
COCCN(C(=O)COc1ccc(Cl)cc1)c1nnc(-c2cccnc2)s1 in the list: FXIa inh: -4; FXIIa inh: 2
CCCCCCCCC(=O)N/N=C(\C)c1cccnc1 in the list: FXIa inh: -1; FXIIa inh: 1

Remaining list, next part:
SMILES	FXIa inh	FXIIa inh
CCCOn1c(-n2nc(C)cc2C)nc2ccccc2c1=O	13	-18
Cc1cc(C)nc(-n2nc(C)cc2NC(=O)CN2CCCC(C)C2)n1 (stereo unspecified)	-7	5
Cc1ccc(C(=O)Nc2cccc(C(=O)O)c2)cc1	13	6
CC1Oc2ccccc2N(Cc2cccnc2)C1=O (stereo unspecified)	6	5
COc1ccc(-c2nc(-c3cccc(C)c3)no2)cc1OC	6	6
c1ccc(-n2ncc3c(NCc4ccc5c(c4)OCO5)ncnc32)cc1	1	2
CSCCC(NS(=O)(=O)c1ccc(Cl)cc1)C(=O)OCC(=O)NC1CC1 (stereo unspecified)	1	8
CCOc1ccc2nc(SCC)[nH]c2c1	5	-13
Cc1cc(C)n(-c2nc3ccccc3nc2NCCc2ccccc2)n1	0	3
Cc1ccc(NC2=NC(c3ccco3)n3c(nc(C)cc3=O)N2)c(C)c1 (stereo unspecified)	4	7
O=c1oc(-c2ccc(F)cc2)nc2ccsc12	15	25
O=C(Nc1c2c(nn1-c1ccc(F)cc1)CSC2)c1ccc(S(=O)(=O)N2CCOCC2)cc1	-5	9
Cc1ccc(OCCCCn2cnc3ccccc32)c(C)c1	23	-4
O=C(NC12CC3CC(CC(C3)C1)C2)c1cnccn1	5	1
O=CN1CCN(C(=O)c2ccccc2F)CC1	-3	3
CCc1nc2n[nH]c(N)c2c2c1CCCC2	-2	6
CCC(Sc1nc2c(cnn2-c2ccccc2)c(=O)[nH]1)C(=O)OC (stereo unspecified)	2	2
O=C(COC(=O)c1ccccc1Nc1ccccc1)NCc1ccco1	2	18
O=C(c1cccc(Cl)c1)N1CCN(c2ccccn2)CC1	-2	2
O=C(CSc1n[nH]c(-c2cccs2)n1)N1CCN(S(=O)(=O)c2ccc3ccccc3c2)CC1	-3	-2
O=C1N=C(N2CCCCC2)SC1=C1CCCCC1	-2	11
O=C(COc1cccc(NC(=O)c2ccco2)c1)c1ccc(F)cc1	-1	3
COCCn1c(SCC(=O)NCc2ccco2)nnc1C(C)C	-2	-4
COc1ccc(Cl)c(Cn2c(NCc3ccccn3)nc3c2c(=O)n(C)c(=O)n3C)c1	-2	7
C=CCn1c(SCC(=O)c2ccc(CNC(C)=O)o2)nc2ccccc2c1=O	1	-2
O=C(NCCc1ccc(Cl)cc1)C1CCC(=O)N1Cc1ccccc1Cl (stereo unspecified)	7	3
CCOC(=O)C1=NN(c2ccc(Cl)cc2)C(c2ccccc2)CC1=O (stereo unspecified)	2	7
Cc1ccc(C)n1NC(=O)c1ccc(Cl)cc1	-5	5
O=C(O)C1CC(=O)N(c2ccc(OCc3ccc(Cl)cc3Cl)cc2)C1 (stereo unspecified)	-2	1
NS(=O)(=O)c1cc2c(cc1Cl)NC(C1C[C@H]3C=C[C@@H]1C3)NS2(=O)=O (stereo partly specified)	2	5
C=CCn1c(Cc2ccc(OC)cc2)nnc1SCC(=O)NCCc1ccccc1	5	0
CC1(C)CC(=O)CC(C)(C)N1OC(=O)c1ccco1	0	3
CC(=O)Nc1sc2c(c1C(c1ccc(Cl)cc1)N1CCOCC1)CCCC2 (stereo unspecified)	-5	-3
CN(C(=O)COc1ccc(C(C)(C)C)cc1)C1CCS(=O)(=O)C1 (stereo unspecified)	-6	24
CC1CCCN(C(=O)CCCn2c(=S)[nH]c3ccccc3c2=O)C1 (stereo unspecified)	-4	11
Cc1cc(C)n(CC(=O)c2ccccc2)c(=O)c1C#N	-2	-10
COc1ccc(/C(C)=C2/SC(=S)N(CCC(=O)O)C2=O)cc1	-1	3
CN(C)c1nc(N(C)C)nc(N2CCCCC2)n1	-4	7
CCOC(=O)N1CCN(C(=O)c2ccc(OCC)c(OCC)c2)CC1	-5	-3
CCOC(=O)C(/C=C(\C#N)C(=O)OCC)=C(/N)N1CCN(c2ccc(Cl)cc2)CC1	5	11
COC(=O)c1nnn(CC(=O)Nc2cc(Cl)ccc2C)c1C(=O)OC	1	-1
